# Compound activity deposited in PubChem BioAssay by Broad Institute.
# FN deposit inh: fibronectin deposition inhibition. AH1F fibroblasts, Alexa488-fibronectin deposition fluorescence, overnight. inhibition, % at 12.6 µM. 350,000 compounds, 0.086% hits. AID 743247;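 active = mean inhibition across replicates of 30% or more, regardless of how many single replicates reach that level; inconclusive = mean under 30% yet at least half of replicates reach 30%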;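 also: positive control wells lacked labelled fibronectin entirely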
#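 Assay system: AH1F fibroblasts assembling fluorescent fibronectin matrix; Amount: 10000 AH1F cells per well; Buffer or medium: DMEM, 2% serum; Probe or stimulus: Alexa488-fibronectin, 24 nM final in well; Doses: single compound dose, delivered by pin transfer; Incubation: 1 h adhesion, overnight exposure; Measured by: fluorescence 485/525 nm; Read-out: fibronectin deposition inhibition.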
# PAX8 reporter: PAX8 transcriptional activity inhibition | AID 652154 | 360,000 compounds, 1.2% hits | inhibition, % at 12.6 µM | RMG-I TPO-luciferase reporter, SteadyGlo, 24 h;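 active = mean replicate inhibition at least 60% with every replicate also reaching 60%; inconclusive = only one of the two criteria is met; inactive = mean below 60% and not all replicates reaching 60%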;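 also: luciferase light reporting Pax8 driven TPO promoter activity; plate controls were median of neutral control wells for no effect and mitoxantrone controls for full effect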
# EWS-Fli block: blocks EWS/Fli oncoprotein-driven transcription; A673 NR0B1-luciferase reporter, viability-normalised; inhibition, % at 12.6 µM; 350,000 compounds, 0.67% hits; AID 651661;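 active = mean inhibition of at least 50% after viability correction, with every replicate also passing that limit; inconclusive = mean reaches 50% but only one of two replicates passes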;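 also: firefly luciferase signal divided by Alamar Blue viability fluorescence both relative to DMSO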
# miR122 inh: inhibitors of miR-122 in Huh7 cells; 340,000 compounds, 0.3% hits; AID 602342; activation (reporter increase), % at 12.5 µM; Huh7 miR-122 Renilla luciferase sensor, 48 h; neutral wells = 0, positive control = 100;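 active = mean replicate activation score at least 90 and every replicate individually at or above 90; inconclusive = only one of the two criteria met; inactive = neither criterion met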;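 also: higher luciferase means less miR-122 activity so hits act as miR-122 inhibitors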
# INS-1E GSIS act: GLuc luminescence reporter in INS-1E cells, primary screen for activators of glucose-dependent secretion of insulin; INS-1E GLuc reporter insulin secretion, 2-3 h; activation, % at 16.6 µM; 370,000 compounds, 0.61% hits;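 active = lowest replicate activation of at least 40%, so every replicate reaches that level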;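 also: 0% = median of neutral control wells and 100% = median of IBMX positive control wells; some compounds called inactive have numbers as strong as hits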
# DENV2 CPE: protects cells from dengue virus 2 cytopathic effect; DENV2-infected cells, cytopathic effect rescue, plate reader; CPE inhibition, % at 9.99 µM; 350,000 compounds, 1.7% hits; in the data active = CPE inhibition above about 20%, passing the limit was not always enough; inconclusive = no clear call, values can overlap the other calls; tested in BHK-21 cells;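 also: 0% = median of neutral control wells and 100% = median of positive control wells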
# CFTR F508del cor: CFTR F508del correction in bronchial cells; CFBE cells, YFP halide quenching; stimulated with forskolin plus potentiator P3; % fluorescence drop versus neutral controls; activity (quench increase), % at 7.58 µM; 350,000 compounds, 0.36% hits; AID 720511;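 active = mean added fluorescence quench of at least 8% versus neutral control, with both replicates also reaching 8%; inconclusive = only one of the mean or replicate conditions met; inactive = mean below 8% and not both replicates reaching 8%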;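 also: cells transiently co-express mutant CFTR-F508del with the halide-sensitive YFP; corrector assay measuring rescue of mutant channel to the surface after 24 h compound exposure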
# Starred values were filed as active, the others as inactive; ? = inconclusive; nt = not tested or not shown; & = joins results of further samples; [ ] = dose if it differs, or a comment.
SMILES,FN deposit inh,PAX8 reporter,EWS-Fli block,miR122 inh,INS-1E GSIS act,DENV2 CPE,CFTR F508del cor
COC(=O)c1sc(-c2ccc(C(C)(C)C)cc2)cc1NC(=O)COCC(=O)O,-9,-31,-33,-3,nt,5,-0.5
CC(c1ccccc1)C(OC(=O)c1cccc([N+](=O)[O-])c1C(=O)O)c1ccccc1 (centres undefined),5,-3,6,nt,16,-2,-1.6
Cn1c(N)c(C(=O)COC(=O)C2CC(O)CN2S(=O)(=O)c2ccc(Cl)cc2)c(=O)n(C)c1=O (centres undefined),-6,-20,-2,-4,2,7,1.3
O=C(CNC(=O)OCc1ccccc1)Nc1ccc(F)cc1,2,-10,11,nt,5,-7,-1.8
O=C(CCn1cccn1)Nc1ccc2c(c1)OCO2,-4,-41,-12,-2,12,-6,-5.1
Cc1ccc(-c2cnc3c(c2)C(=O)N([C@@H](C)CO)C[C@@H](C)[C@@H](CN(C)C(=O)c2ccccc2)O3)cc1,4,-1,-17,7[16.7 µM],-11,-5,-0.8
CCN(CCNC(=O)c1ccc2nc(-c3ccccc3NC(C)=O)c(=O)[nH]c2c1)c1ccccc1,0,1,-19,-1,6,0,3.1
CCCNC(=O)C[C@@H]1C[C@@H]2c3cc(NC(=O)COC)ccc3O[C@@H]2[C@H](CO)O1,nt,-1,-3,1[16.7 µM],15,1,0.7
O=C(OCc1ccc(F)cc1)c1cc(=O)c2ccccc2o1,1,-17,-11,nt,1,-3,0.3
COc1cc(/C=C2/C(=N)N3C(SC)=NSC3=NC2=O)ccc1OC(=O)c1ccco1,9,-52,nt,2,-16,-7,1.9
C[C@H]1CN([C@@H](C)CO)C(=O)Cc2cc(NC(=O)c3ccncc3)ccc2O[C@@H]1CN(C)Cc1ccc2c(c1)OCO2,-9,-1,-1,-9[16.7 µM],-14,5,2.0
C[C@H]1CN([C@@H](C)CO)C(=O)c2cccc(NS(=O)(=O)c3cccs3)c2O[C@H]1CN(C)C,8,-1,0,8[16.7 µM],19,0,-0.9
O=c1c2cc([N+](=O)[O-])ccc2nc(CN2CCN(c3ccccn3)CC2)n1-c1ccccc1F,2,17,3,-5,14,7,0.7
CC(=O)c1ccccc1-c1csc2ncnc(Sc3nnnn3C)c12,11,86*,8,-1,-1,-3,-9.3
C[C@@H]1CCCCO[C@@H](CN(C)S(=O)(=O)c2ccccc2)[C@H](C)CN([C@@H](C)CO)C(=O)c2cc(NS(=O)(=O)c3ccc(F)cc3)ccc2O1,-7,-16,2,-11[16.7 µM],-39,4,-3.7
CN(C)CCN1CCN(C(c2cc3ccccc3o2)c2nnnn2C(C)(C)C)CC1 (centres undefined),0,-10,-7,nt,4,3,-4.2
C[C@@H]1CCCCO[C@@H](CN(C)C(=O)CCC(F)(F)F)[C@H](C)CN([C@@H](C)CO)C(=O)c2cc(NC(=O)Nc3ccccc3)ccc2O1,6,-21,0,-10[16.7 µM],-16,2,0.4
C[C@H](CO)N1C[C@H](C)[C@@H](CN(C)C(=O)c2ccccc2)Oc2ncc(C#C[C@@H](C)O)cc2C1=O,2,nt,6,29[16.7 µM],9,5,0.8
COc1cc(C2NC(=O)N(C)C3=C2C(=O)CCC3)cc(OC)c1OC (centres undefined),nt,nt,2,5,-3,7,0.1
CC(=O)Nc1ccc(S(=O)(=O)NC(C)C(=O)OCC(=O)Nc2ccc(F)cc2Cl)cc1 (centres undefined),0,-7,4,-3,-20,1,2.3
CS(=O)(=O)N(CC(=O)O)c1cc(C(F)(F)F)ccc1Cl,-2,-4,-7,2,13,-7,2.5
c1cc(N2CCOCC2)ccc1-c1ccc2nncn2c1,2,-1,4,-2,-5,-2,3.4
CCOC(=O)N1CCN(C(=O)c2oc3ccc(S(=O)(=O)N(CC)CC)cc3c2C)CC1,-10,15,2,-4,-12,20,1.2
O=[N+]([O-])c1cnn(-c2nc(-c3cccs3)cc(C(F)(F)F)n2)c1,1,4,8,-12,24,4,0.8
C=CCOC(=O)C1=C(C)NC(SCC(=O)N(CC)CC)=C(C#N)C1c1ccco1 (centres undefined),-2,-5,-13,-2&5,9,8,0.2
O=C(NC1CCCCC1)C(=S)N1CCOCC1,0,9,-9,-6,-8,2,-0.7
CCN(CC)C(=O)C1=C(C)N(Cc2ccc(C(C)(C)C)cc2)C(=O)C(CC(=O)NCCCN(C)C)C1 (centres undefined),6,2,-4,3,13,-7,1.0
Cc1cc(-c2ccc(C)c(S(=O)(=O)NCCCN3CCN(c4ccccc4F)CC3)c2)on1,-6,32,nt,nt,-23,2,6.0
C=CCNC(=S)Nc1ccc(C(N)=O)cc1,-7,4,-4,nt,7,-4,3.3
Cc1c(C(=O)N2CCN(Cc3nccn3C)CC2)oc2c(F)cccc12,5,-7,-13,-15,13,-9,3.4
O=C(Nc1ccc(C(=O)N2CCOCC2)cc1)c1cccs1,3,-27,nt,-11,nt,nt,nt
COC(=O)c1cc(NC(=O)Cn2nc(C)n3cccc3c2=O)cc(C(=O)OC)c1,-5,3,nt,nt,0,-6,-1.6
CC1CCN(S(=O)(=O)c2ccc(NC(=O)CCN3C(=O)C4CC=CCC4C3=O)cc2)CC1 (centres undefined),-9,3,11,-12,-20,1,-5.1
C/C=C/C=C(/NC(=O)c1ccccc1)C(=O)Nc1ccccc1,-7,-4,0,nt,8,-7,2.5
CCCSc1nnc(N)s1,1,15,10,-6,4,3,nt
C[C@H](CO)N1C[C@H](C)[C@@H](CN(C)CC2CCOCC2)Oc2ncc(-c3ccc(C#N)cc3)cc2C1=O,nt,4,-5,1[16.7 µM],29,12,-0.9
CCCCCCCCS(=O)CCC(=O)O (centres undefined),2,5,1,10,1,5,-1.3
Cc1cccc(NC(=S)N/C(=N/S(=O)(=O)c2ccccc2)c2ccccc2)c1,4,-118,-51,1&4,27,-5,2.4
C[C@@H]1CCCCO[C@@H](CN(C)Cc2ccc3c(c2)OCO3)[C@H](C)CN([C@H](C)CO)C(=O)c2cc(NS(=O)(=O)c3cccs3)ccc2O1,nt,14,8,-5[16.7 µM],-9,38*,1.7
CCCSc1nnc(-c2c[nH]c3ccccc23)n1CC,1,-3,-12,nt,nt,4,-1.0
CCc1ccc(NC(=O)NNC(=O)CCc2ccccc2)cc1,nt,8,1,nt,-5,8,-2.0
NS(=O)(=O)c1ccc(NC(=O)COC(=O)CNC(=O)C23CC4CC(CC(C4)C2)C3)cc1,-23,-69,-5,5,9,0,-1.7
COc1ccc(O[C@H]2C=C[C@@H](c3ccccc3)O[C@@H]2CO/N=C(\C)CCN2CCCCc3nc(C)c(C)cc32)cc1,nt,10,24,nt,0,36*,0.7
CN(CCCCCCN(C)Cc1ccccc1O)Cc1ccccc1O,3,19,9,-2,16,10,1.0
CCCC(=O)Nc1ccc2c(c1)OC[C@@H](C)N(Cc1ccccc1)C[C@H](C)[C@H](OC)CN(C)C2=O,-15,7,-5,13[16.7 µM],-16,?,1.0
O=C(NCC(c1ccccc1)N1CCCC1)C1CCN(C(=O)Nc2ccccc2)CC1 (centres undefined),nt,-15,-5,-13,-16,5,-1.2
Cc1ccc(-c2ccccc2[C@H]2[C@@H](C#N)N(C(=O)c3cccc(F)c3)[C@H]2CO)cc1,1,nt,7,nt,-11,6,-0.3
COC(=O)c1c(C(=O)OC)c(-c2ccc(OC)cc2)n2c1CS(=O)(=O)C2,0,1,-7,26,-6,-1,0.7
COc1ccc(CCN2C(=O)N(c3ccc(OC)cc3)C(=O)C2CC(=O)Nc2ccccc2)cc1 (centres undefined),2,-10,2,10,-13,-4,-2.6
C(=NOCc1ccccc1)c1ccncc1,8,-78,-42,-7,3,14,-1.5
C[C@H](CO)N1C[C@H](C)[C@H](CN(C)C(=O)C2CC2)Oc2cc(C#Cc3ccccc3)ccc2S1(=O)=O,0,nt,18,-10[16.7 µM],-29,-3,3.4
Cc1nc(SCC(=O)Nc2ccccn2)n[nH]1,6,-5,2,nt,1,0,-1.7
CCCCc1ccc(NC2=NCC(=O)N2CCc2ccccc2)cc1,-2,-12,9,0,-44,0,1.4
COc1cc(OC)cc(C(=O)NCC(=O)N2CCN(Cc3ccccc3)CC2)c1,-1,-2,-3,-14,10,-1,0.6
Cc1ccc(S(=O)(=O)N2CCCCC2)cc1C(=O)NC1CC(C)(C)NC(C)(C)C1,-4,-12,-5,14,26,-3,0.8
C[C@@H]1CN([C@@H](C)CO)C(=O)c2c(c3ccccc3n2C)-c2ccccc2CO[C@@H]1CN(C)Cc1cccc2c1OCCCO2,-4,16,6,nt,-19,0,4.2
CO[C@H]1CN(C)C(=O)c2ccc(NC(=O)C3CC3)cc2OC[C@H](C)N(C(=O)c2ccccc2)C[C@H]1C,-1,13,-3,nt,3,0,-0.3
O=C(NCC[C@H]1CC[C@@H](NC(=O)C2CCOCC2)[C@H](CO)O1)c1cc(Cl)cc(Cl)c1,0,13,-3,nt,13,7,0.6
COc1ccc(CNS(=O)(=O)c2c(C)[nH]c(C)c2C(=O)N2CCCC2)cc1,-11,-9,nt,1,1,-4,-1.5
O=S(=O)(Nc1ccc(Cl)cc1)c1cccc2nsnc12,-1,0,3,120*,-26,0,1.0

# Next section (5 carried over from the part before).
SMILES,FN deposit inh,PAX8 reporter,EWS-Fli block,miR122 inh,INS-1E GSIS act,DENV2 CPE,CFTR F508del cor
C[C@@H]1CN([C@@H](C)CO)C(=O)c2c(c3ccccc3n2C)-c2ccccc2CO[C@@H]1CN(C)Cc1cccc2c1OCCCO2,-4,16,6,nt,-19,0,4.2
CO[C@H]1CN(C)C(=O)c2ccc(NC(=O)C3CC3)cc2OC[C@H](C)N(C(=O)c2ccccc2)C[C@H]1C,-1,13,-3,nt,3,0,-0.3
O=C(NCC[C@H]1CC[C@@H](NC(=O)C2CCOCC2)[C@H](CO)O1)c1cc(Cl)cc(Cl)c1,0,13,-3,nt,13,7,0.6
COc1ccc(CNS(=O)(=O)c2c(C)[nH]c(C)c2C(=O)N2CCCC2)cc1,-11,-9,nt,1,1,-4,-1.5
O=S(=O)(Nc1ccc(Cl)cc1)c1cccc2nsnc12,-1,0,3,120*,-26,0,1.0
CO[C@H]1CN(C)C(=O)c2ccc(NC(=O)Nc3c(C)noc3C)cc2OC[C@H](C)N(C)C[C@@H]1C,nt,-10,6,nt,11,11,-0.8
CC(O)CNc1nc2c(c(=O)n(Cc3ccc(Cl)cc3)c(=O)n2C)n1C (centres undefined),7,42,17,-2,10,-3,1.1
COc1ccccc1CNC(=O)CN1C(=O)NC2(CCOc3ccccc32)C1=O (centres undefined),0,-9,0,5,-8,5,1.3
COc1cccc(Oc2ccc(S(=O)(=O)N3CCCC3)cc2[N+](=O)[O-])c1,4,-3,2,-4,-18,10,-0.3
CCN(C(=O)CN1CCCCCC1)c1c(N)n(Cc2ccccc2)c(=O)[nH]c1=O,-9,-23,2,nt,nt,-15,0.4
CCCNC(=O)c1ccc2c(=O)n(Cc3ccco3)c(=S)[nH]c2c1,-1,4,9,10,11,nt,0.0
COc1cc(Cl)ccc1OCc1cc(C(=O)N2CCCCCC2)no1,-2,-26,nt,-1,-15,7,-0.5
O=C(NNS(=O)(=O)c1ccc(CCCl)cc1)C(O)(c1ccccc1)c1ccccc1,0,2,nt,9,-25,nt,nt
O=C(N/N=C\c1ccc(S(=O)(=O)O)o1)c1ccc2c(c1)OCO2,-4,22,0,1,-1,1,2.3
COc1ccc(NC(=O)C2=C(C)NC(=O)NC2c2cccs2)c(OC)c1 (centres undefined),3,7,2,nt,-1,-5,0.3
